IL1B secr inh – qHTS for Inhibitors of Inflammasome Signaling: IL-1-beta AlphaLISA Primary Screen; THP-1 LPS/ATP IL-1B secretion, AlphaLISA, 16 h; active compounds read low; activity change, % at 57.5 µM; 360,000 compounds, 4.7% hits; AID 743279, 2014; in the data active = activity change below about -50%; inconclusive = mostly about -30% to -49%; also: % is scaled to controls: 0 for no effect and ±100 for the full control effect
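Secreted IL-1B measured by AlphaLISA bead assay after 16 h compound exposure of THP-1 cells; compounds (final up to 57.5 uM) added 1 h before LPS (250 ng/mL) and ATP (1.25 mM) stimulation; lower signal means less secretion.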
ATXN2 expr inh – Primary qHTS for Inhibitors of ATXN expression. HEK-293 ATXN2-luciferase reporter, luminescence, 24 h. Potency, µM (highest dose often 57 µM), without a hit: at the highest dose activity change, negative = inhibition, hits mostly inhibitors. 360,000 compounds, 0.72% hits. AID 1745845, 2022; also: potency is read from the fitted curve at half-maximal effect; % is scaled to controls: 0 for no effect and ±100 for the full control effect; nearly all actives have a fitted effect of over 55% in size
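qHTS (up to 57 uM final) was run with 24 h compound exposure of reporter cells at 37 °C. Each well was multiplexed: SteadyGlo luminescence measured ATXN2-luciferase expression after a fluorogenic Gly-Phe-AFC viability readout (25 uM final).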
HT1080NT lethal – qHTS for induction of synthetic lethality in tumor cells producing 2HG: qHTS for the HT-1080-NT fibrosarcoma cell line. HT-1080-NT fibrosarcoma viability, CellTiter-Glo ATP luminescence, 48 h. Potency, µM (titrated, usually from 46.1 µM), without a hit: top-dose activity, negative = less viability, usual class: cytotoxic. 360,000 compounds, 1.6% hits. AID 686970, 2013;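 also: NT is the 2HG producing partner of a matched IDH1 knockdown line; potency is read from the fitted curve at half-maximal effect; 0% = DMSO-treated cells and -100% = media-only wells without cells; nearly all actives have a fitted effect of over 55% in size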
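HT-1080-NT fibrosarcoma cells (2HG-overproducing), 750 cells/well in RPMI with 5% FBS, dosed after 2 h and incubated 48 h at 37C. CellTiter-Glo luminescence normalized to DMSO and no-cell wells; concentration-response curves fitted and classed.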
KB-3-1 tox – qHTS assay for MDR1-selective chemotherapeutics: Primary screen using the parental adenocarcinoma cell KB-3-1; KB-3-1 viability, CellTiter-Glo ATP luminescence, 72 h; 400,000 compounds, 1.4% hits; Potency, µM (series often up to 46.1 µM), without a hit: at the top dose activity change, negative = cytotoxic, most hits filed as cytotoxic; also: potency is read from the fitted curve at half-maximal effect; % is scaled to controls: 0 for no effect and ±100 for the full control effect; nearly all actives have a fitted effect of over 60% in size
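Here the drug-naive KB-3-1 line serves as comparator for MDR sub-line selectivity; cells received compound titrations, 72 h at 37 °C, then CellTiter-Glo readout.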
KB-V1 MDR tox – qHTS assay for MDR1-selective chemotherapeutics: Primary screen using the drug-selected MDR subline cells KB-V1; KB-V1 MDR cells viability, CellTiter-Glo, 72 h; Potency, µM (doses to about 46.1 µM), without a hit: top-dose activity change, negative = cytotoxicity, usual class: cytotoxic; 400,000 compounds, 3.4% hits; also: potency is read from the fitted curve at half-maximal effect; % is scaled to controls: 0 for no effect and ±100 for the full control effect; nearly all actives have a fitted effect of over 60% in size
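Drug-selected KB-V1 cells, grown in DMEM lacking phenol red with 10% FBS, receive compound titrations; after three days at 37 degrees C, surviving cell ATP is quantified by CellTiter-Glo luminescence and responses normalized and curve-fitted.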
HT1080 IDH1KD tx – qHTS for induction of synthetic lethality in tumor cells producing 2HG: qHTS for the HT-1080-IDH1KD cell line | HT-1080 IDH1 knockdown viability, ATP luminescence, 48 h | Potency, µM (series often up to 46.1 µM), for inactives: at the top dose activity, negative = toxicity, most hits filed as cytotoxic | 360,000 compounds, 2% hits | AID 686971, 2013;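 also: potency is read from the fitted curve at half-maximal effect; 0% = DMSO wells and -100% = cell-free medium wells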
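Cytotoxicity counter-line: IDH1KD HT-1080, 48 h, CellTiter-Glo. Curves classed by r2, magnitude and activity.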
MCF10A rerep – A quantitative high throughput screen for small molecules that induce DNA re-replication in MCF 10a normal breast cells; MCF 10A DNA re-replication, Hoechst nuclear intensity, 48 h; Potency, µM (doses to about 46.1 µM), for inactives: top-dose activity, positive = re-replication, actives largely listed as activators; 350,000 compounds, 2.9% hits; also: potency is read from the fitted curve at half-maximal effect; % of control where 0% means no effect; nearly all actives have a fitted effect of over 50% in size
SW480 rereplic – A quantitative high throughput screen for small molecules that induce DNA re-replication in SW480 colon adenocarcinoma cells; AID 624297, 2012; 340,000 compounds, 1.8% hits; Potency, µM (series often up to 46.1 µM), for the others: at the highest dose re-replication activation, actives largely listed as activators; SW480 DNA re-replication, Hoechst DNA content imaging, 48 h; also: potency is read from the fitted curve at half-maximal effect; % of control where 0% means no effect; nearly all actives have a fitted effect of over 55% in size
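Image-based read-out: total Hoechst fluorescence of nuclei (405 nm excitation, 500-530 nm emission), with hits raising the fraction of high-intensity nuclei. SW480 colon cells incubated 48 hr with compounds at 37 C.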
ATXN viability – Viability Counterscreen for Primary qHTS for Inhibitors of ATXN expression; S2 cells (HEK-293 line with an ATXN2-luciferase reporter) viability, CellTiter-Fluor protease fluorescence, 24 h; Potency, µM (titrated, usually from 56.7 µM), usual class: cytotoxic; 400,000 compounds, 0.49% hits; also: potency is read from the fitted curve at half-maximal effect; nearly all actives have a fitted effect of over 40% in size
* marks the source's active call; other numbers are inactive results; i = inactive; ? = inconclusive; . = no result given; [ ] = another dose, or the depositor's remark. Unless noted, calls follow the shape of the dose curve; as a rule, active = well fitted curve in the direction sought with a large enough effect; inconclusive = small, poorly fitted or top-dose-only effect, or another doubt; inactive = no such curve, though single readings can be large; an effect the other way counts as inactive or inconclusive.

SMILES	IL1B secr inh	ATXN2 expr inh	HT1080NT lethal	KB-3-1 tox	KB-V1 MDR tox	HT1080 IDH1KD tx	MCF10A rerep	SW480 rereplic	ATXN viability
C[C@@H](CN1C2=NC[C@H](Cc3ccc(O)cc3)N2C[C@H]1Cc1ccc(O)cc1)NC(=O)CCC1CCCCC1	-23	13%	10%	4%	-8%	1%	-19%	2%	i
COCC(=O)N1CCN(c2cccc(Cl)c2)CC1	-15	-5%	4%	-2%	1%	-2%	1%	-1%	i
COC(=O)CCC(=O)N1CCCC(CO)(Cc2ccccc2F)C1 (stereo not given)	17	.	-6%	-2%	2%	1%	3%	-7%	i
CCOC(=O)CCSc1nc(-c2ccc3c(c2)OCO3)cc(C(F)(F)F)c1C#N	24	0%	-4%	0%	0%	-1%	5%	-5%	i
COc1ccc(-c2ccc3c(c2)S(=O)(=O)c2cccc(C(=O)NC4CC4)c2C3=O)cc1OC	-2	14%	6%	8%	-9%	-19%	?	-13%	i
CNC(=O)C1CC(=O)N(Cc2ccccc2)C(=Nc2ccc(OC)cc2)S1 (stereo not given)	5	2%	2%	1%	?	-9%	4%	3%	?
Cc1nc2ccccn2c1P(=Nc1ccccc1)(N(C)C)N(C)C	3	15%	0%	4%	-12%	20%	0%	-7%	i
CCc1[nH]nc(C(=O)N2CCCC(CCC(=O)N3CCN(c4ccccn4)CC3)C2)c1C (stereo not given)	25	-13%	-2%	6%	0%	-22%	?	-112%[inhibitor]	i
CNc1c(NS(=O)(=O)c2cc(NC(C)=O)ccc2C)c(=O)oc2ccccc12	6	18%	0%	?	-3%	5%	17%	-6%	i
CC(=O)N1CCN(C(=O)CCN(c2ccccc2)S(=O)(=O)c2ccc(C)cc2)CC1	4	14%	6%	3%	27%	16%	-19%	-36%[inhibitor]	i
CC(C)(C)C(=O)NC(=S)Nc1cccc(C(=O)O)c1	47	74%[activator]	0%	17%	0%	-8%	1%	-4%	i
O=C(CCCC(=O)NCC1CCCO1)NCC1CCCO1 (stereo not given)	17	5%	12%	0%	16%	11%	0%	-21%	i
Cc1ccc(S(=O)(=O)N(CC(=O)c2ccccc2)C(=O)N2CCN(C)CC2)cc1	-6	10%	1%	13%	1%	-4%	1%	2%	i
C[C@H]1CCC[C@]2(C)C[C@H]3OC(=O)C(CN4CCCCCC4)[C@H]3C=C12 (stereo not given in full)	-98*	?	16µM*	?	-3%	?	?	?	.
Cc1ccc(S(=O)(=O)NC(=O)NCC2CCN(S(=O)(=O)c3ccccc3)CC2)cc1	-10	-13%	1%	-2%	-22%	14%	-1%	7%	i
O=C(CSc1c[nH]c2ccccc12)NC1CCCC1	11	8%	-6%	-9%	-5%	6%	10%	-1%	i
O=C(Nc1cccc(O)c1)c1cnn2cccnc12	37	14%	-3%	-4%	?	?	-1%	-4%	i
Cn1c(/C=C/c2cccc(Br)c2)nc2ccccc2c1=O	4	-22%	?	?	?	?	23µM*	18µM*	i
CCN(CC)CCSc1nnc2c3cc(C)ccc3n(Cc3ccccc3)c2n1	-67*	?	16µM*	-1%	-8%	23µM*	?	29%	16µM*
CC(=O)N1CCN(C(=O)C(=O)Nc2c3c(nn2-c2ccc(Cl)cc2)CSC3)CC1	.	1%	.	4%	2%	.	.	.	?
CCn1c(COc2ccccc2)nnc1SCC(=O)NCc1ccco1	0	-14%	-12%	-7%	?	11%	16%	23%	i
CC(=O)N(C)c1ccc(NC(=O)C(F)(F)F)cc1	6	3%	2%	-2%	0%	0%	6%	-2%	i
CCOC(=O)C1=C(N)Oc2cc(O)ccc2C1c1cccc([N+](=O)[O-])c1 (stereo not given)	-97*	-18%[11.3 µM]	7.3µM*	?	?	5.8µM*	8.2µM*	?	i
CCOC(=O)c1cn(CC)c2cc(F)c(F)cc2c1=O	-2	-12%	9%	25%	25%	4%	?	1%	i
O=C(Nc1ccc(OC(F)(F)F)cc1)NC1CCC(Oc2ccc(C(=O)O)cc2)CC1 (stereo not given)	14	12%	-26%	8%	-3%	0%	-2%	-4%	i

Additional results.
SMILES	IL1B secr inh	ATXN2 expr inh	HT1080NT lethal	KB-3-1 tox	KB-V1 MDR tox	HT1080 IDH1KD tx	MCF10A rerep	SW480 rereplic	ATXN viability
COc1ccc(OC)c(NC(=O)CSc2nnc(NC(=O)c3ccco3)s2)c1	0	-10%	-5%	6%	-6%	-5%	2%	-9%	i
CCOC(=O)c1nn(-c2ccc3c(c2)OCCO3)cc1O	3	5%	2%	-9%	-13%	-5%	2%	-4%	i
CCCCn1c(=N)c(S(=O)(=O)c2ccc(Br)cc2)cc2c(=O)n3cccc(C)c3nc21	33	5%	8%	20%	0%	15%	16%	?	i
Cc1ccc(N2CC(C(=O)OCC(=O)c3ccc(F)cc3)CC2=O)cc1 (stereo not given)	5	19%	20%	12%	-3%	17%	-1%	-6%	i
COc1cc(C(=O)N(Cc2ccccc2)c2cccc(C)c2)ccc1OCC(=O)N1CCOCC1	-17	.	0%	3%	?	-3%	.	.	i
CCOC(=O)c1c(C)n(C)c2c(C)cc(O)c(OC(=O)CC)c12	-4	3%	9%	14%	-9%	1%[9.24 µM]	-1%	-8%	i
C=C(C)CSc1nnc(-c2ccc(OC)c(OC)c2)n1N	-9	2%	21%	12%	0%	12%	13%	-7%	i
CCOC(=O)N1CCN(C(=O)CN(c2ccccc2F)S(=O)(=O)c2ccc(C)cc2)CC1	.	-3%	.	2%	2%	.	.	.	i
Cc1cccc(C)c1OCC(O)Cn1nnc2ccccc21 (stereo not given)	-9	20%	-1%	-22%	?	-3%	?	-3%	i
CCOc1ccc(S(=O)(=O)N2CCCCC2)cc1NC(=O)CN1C(=O)NC(C)(C2CC2)C1=O (stereo not given)	10	5%	1%	20%	0%	-11%	-3%	0%	i
Cn1cc(/C=C(\NC(=O)c2ccccc2)C(=O)NCCCN2CCOCC2)c2ccccc21	-22	12%	-2%	23%	21%	-13%	3%	0%	i
NNC(=O)c1ccc(COc2ccc3ccccc3c2)o1	-26	.	-6%	8%	1%	-7%	-1%	1%	i
CC[C@H](C)[C@@H](C(=O)NCCCCCCCCCCC(=O)N1CCN(C(=O)OC(C)(C)C)CC1)n1cc(CCCCCNC(=O)OC(C)(C)C)nn1	35	?	-11%	?	?	-8%	?	?	?
CCCc1nc2cc3c(cc2[nH]1)n(C)c(=O)n3C	8	19%	27%	-1%	6%	?	-10%	-10%	i
CC(NC(=O)Cn1cc(C(F)(F)F)ccc1=O)c1ccc(F)cc1 (stereo not given)	2	8%	2%	-1%	-12%	3%	-3%	-6%	i
COc1ccc(CNC(=O)C(C)N(Cc2ccccc2OC)C(=O)c2snc(C(N)=O)c2N)cc1 (stereo not given)	-2	4%	1%	-9%	?	3%	9%	-4%	i
CNc1nc(OCCNC(=O)Nc2ccccc2)nc(N2CCOCC2)n1	-5	2%	12%	2%	-21%	-5%	1%	-8%	i
Cn1c(C(=O)NCCN2CCOCC2)cc2c(=O)n3ccccc3nc21	-13	.	13%	-2%	-2%	7%	?	?	.
CN1CCN(C(=O)c2cc(-c3ccccc3)on2)CC1	-11	27%	10%	-6%	-6%	?	-2%	-2%	i
Cn1ncc2c(Nc3ccc(O)cc3)nc(Cl)nc21	35	1%	-23%	-6%	-3%	?	-3%	4%	i
COc1ccc(OCC(=O)N/N=C(\C)c2cc3ccccc3o2)cc1	-6	.	-13%	3%	14%	-13%	13%	-4%	i
CCc1ccccc1-n1c(SCC(=O)c2c(N)n(C3CC3)c(=O)[nH]c2=O)nnc1N1CCOCC1	0	-9%	0%	1%	0%	10%	-4%	-1%	i
Cc1ccc(NS(=O)(=O)c2ccc3c(c2)CCCN3C(=O)C2CCC2)cc1Cl	.	-37%	.	?	-23%	.	.	.	i
Cc1ccc(OCCn2nc3ccccc3n2)c(C)c1	11	25%	10%	-13%	2%	7%	9%	-1%	i
COc1ccc(CCNC(=O)CCS(=O)(=O)c2ccc3nc(C)sc3c2)cc1OC	-3	-30%	0%	-5%	-1%	-3%	5%	-7%	.
CCc1nnc(NC(=O)CN2CC(C)OC(C)C2)s1 (stereo not given)	-1	.	-2%	-4%	5%	-1%	28%	0%	i
CCCCn1c(SCc2nc(N)nc(Nc3ccccc3C)n2)nc2ccccc2c1=O	-28	-13%	-14%	?	?	-12%	?	13%	i
O=C(CN1CCN(C(=O)C2COc3ccccc3O2)CC1)Nc1ccc(F)cc1 (stereo not given)	22	6%	0%	14%	1%	7%	5%	-12%	i
CCOC(=O)c1cccc(NC(=O)CCn2nc(C)c(S(=O)(=O)N3CCCCC3)c2C)c1	12	-23%	-15%	-28%	?	-12%	?	-8%	i

By substructure, the compounds so far containing bromine.
SMILES	IL1B secr inh	ATXN2 expr inh	HT1080NT lethal	KB-3-1 tox	KB-V1 MDR tox	HT1080 IDH1KD tx	MCF10A rerep	SW480 rereplic	ATXN viability
Cn1c(/C=C/c2cccc(Br)c2)nc2ccccc2c1=O	4	-22%	?	?	?	?	23µM*	18µM*	i
CCCCn1c(=N)c(S(=O)(=O)c2ccc(Br)cc2)cc2c(=O)n3cccc(C)c3nc21	33	5%	8%	20%	0%	15%	16%	?	i

Compound activity from PubChem BioAssay.

Rows are unselected; about 11% have a hit in one of these screens.
